Growth percent in the NCI-60 one-dose screen (48 h, 10 µM unless noted): 100 = growth as untreated, 0 = no growth, -100 = all killed.
K-562 = K-562 leukemia; actives 7.4% (n = 78,000); AID 1794777
RPMI-8226 = RPMI-8226 leukemia cells. actives 7.5% (n = 77,000)
CCRF-CEM = CCRF-CEM leukemia | actives 7% (n = 77,000) | AID 1794778
MOLT-4 = MOLT-4 leukemia cells | actives 6.9% (n = 80,000) | AID 1794779
MDA-MB-468 = MDA-MB-468 breast cancer; actives 8.5% (n = 78,000); AID 2202374
SR = SR leukemia cells. actives 8.7% (n = 73,000). AID 1794780
MDA-MB-435 = MDA-MB-435 melanoma; actives 7.8% (n = 82,000); AID 1794794
HOP-62 = HOP-62 NSCLC; actives 3.9% (n = 80,000); AID 1794735
The depositor's hits bear a star; nt = not tested or not shown; [ ] = another dose, or the depositor's remark. Rule for the calls: active = growth percent below 10; inactive = the rest.

SMILES	K-562	RPMI-8226	CCRF-CEM	MOLT-4	MDA-MB-468	SR	MDA-MB-435	HOP-62
CSc1nc(-c2ccco2)c2c(N)nn(S(=O)(=O)c3ccc(C)cc3)c2n1	97	96	nt	92	84	84	109	96
CCCSc1nc(N)nc2n[nH]nc12	106	100	102	104	99	104	102	83
CCCCN1C(=O)C(O)(CC(=O)c2cc3ccccc3oc2=O)c2ccccc21 (centres undefined)	58	94	89	86	92	34	110	101
COc1ccc(C(=O)c2sc3sc(C(=O)c4ccc(OC)cc4)c(N)c3c2N)cc1	102	98	110	104	102	93	95	119
COc1cc(CCCO)cc2c1OCO2	103	111	107	110	103	nt	102	108
CC(C)C(=O)c1ccco1	105	92	93	99	87	70	101	89
COc1cc(C2CC(c3cccc(Nc4ccncc4)c3)=NN2c2ccc(Cl)cc2)cc(OC)c1OC (centres undefined)	-0.5*	-19*	-9.7*	-17*	10	2.5*	-88*	-44*
O=[N+]([O-])c1ccc(NC(c2ccc(OC(F)F)c(OCC3CC3)c2)c2nnnn2C2CCCCC2)cc1 (centres undefined)	40	63	86	68	83	88	74	81
CCNS(=O)(=O)c1ccc(Cl)c(Cl)c1	107	96	96	108	89	98	107	85
Cn1cc2c(c1-c1ccccc1)CCc1cnc(N)nc1-2	91	88	104	88	103	83	94	90
Cc1ccc(S(N)(=O)=O)cc1Cl	92	103	102	97	111	nt	114	110
COc1cc(C(=O)Nc2ccc(Cn3nnc4c(F)cccc43)cc2)cc(OC)c1OC	73	nt	94	82	67	73	89	92
Nc1n[n+](-c2ccc(Cl)cc2)no1	56	nt	nt	89	97	nt	103	104
CC(=O)NC(C)(C)C(=O)N[C@@H](C)C(=O)NC(C)(C)C(=O)N[C@@H](C)C(=O)NC(C)(C)C(=O)N[C@@H](C)C(=O)N[C@@H](CCC(N)=O)C(=O)NC(C)(C)C(=O)N[C@H](C(=O)NC(C)(C)C(=O)NCC(=O)N[C@@H](CC(C)C)C(=O)NC(C)(C)C(=O)N1CCC[C@H]1C(=O)N[C@H](C(=O)NC(C)(C)C(=O)NC(C)(C)C(=O)N[C@@H](CCC(N)=O)C(=O)N[C@@H](CCC(N)=O)C(=O)N[C@H](CO)CC1CCCCC1)C(C)C)C(C)C	24[5 µM]	-3.5*[5 µM]	56[5 µM]	55[5 µM]	3.0*[5 µM]	44[5 µM]	9.5*[5 µM]	46[5 µM]
NCCCCOc1ccccc1	nt	105	107	104	103	108	94	97
CCCCCCCCSc1ncnc2nc[nH]c12	46	73	72	76	39	49	81	83
COc1cc(CCNc2nc3cc(N)cc(N)c3nc2-c2ccccc2)cc(OC)c1	-71*	-40*	nt	-66*	nt	nt	-57*	-35*
OCc1cccc2ccccc12	99	nt	nt	97	124	104	116	104
CC(=O)CC(=O)NCCN1CCN=C1C	109	110	98	93	118	107	104	106
COc1ccccc1C(O)(c1ccccc1)c1ccccc1OC	91	nt	94	90	107	82	119	105
O=C(Nc1ccccc1)Sc1c(Cl)c(Cl)c(Cl)c(Cl)c1Cl	97	97	95	84	98	99	105	87
O=C(CCN1C(=O)CCC1=O)Nc1ncc(Cc2cccc(Cl)c2)s1	90	93	82	99	104	106	104	99
Cc1cc(C)c2c(c1)N(C)c1ncnc(N(C)C)c1CC2C (centres undefined)	95	89	105	105	97	nt	66	104
COc1ccc2nccnc2c1	102	101	105	107	98	96	103	96
COc1ccc(-c2csc(NC(=O)CSc3nc(C)cc(=O)[nH]3)n2)cc1	104	96	106	110	118	118	108	118
Fc1ccc2c(-c3cncn3CCc3ccccc3)c[nH]c2c1	75	73	79	91	75	96	93	87
Cc1nn(-c2ccccc2)c(-n2ccnc2)c1/C=N/Nc1nc(-c2ccc(F)cc2)cs1	39	nt	70	48	27	49	85	99
C[C@H]1[C@H]2[C@H]3CC[C@@H]4[C@@]5(C)C/C(=C/c6ccco6)C(=O)C(C)(C)[C@@H]5CC[C@@]4(C)[C@]3(C)CC[C@]23CO[C@]1(C)[C@@H](C(=O)/C=C\c1ccco1)C3	93	78	100	100	76	nt	43	106
CC(C)OC(=O)Nc1cccc(Cl)c1Cl	109	nt	nt	90	114	96	nt	99
OCCSCc1ccc(F)cc1	112	105	103	96	106	90	109	105
COc1ccc(-c2nnc(COc3ccc(NS(C)(=O)=O)cc3F)o2)cc1	73	95	91	95	83	91	108	91
CCN(CC)CCOc1nc2ccccc2c2c1-c1ccc(OC)cc1C2=O	-18*	-14*	4.0*	-2.2*	14	-9.0*	-6.6*	-4.0*
Nc1cc(=O)n(Cc2ccco2)c(=S)[nH]1	89	99	100	105	104	98	105	107
CCNCCNc1cc(-c2ccc(Cl)cc2)c(C#N)c2nc3ccccc3n12	-48*	-19*	-21*	-29*	-45*	-36*	-86*	1.6*
CCOC(=O)c1cc(N)nc2ccccc12	91	106	nt	100	106	102	108	95
Fc1ccc(-c2nc(-c3ccc(-c4nc5ccc(F)cc5[nH]4)cc3)no2)cc1	63	88	75	95	56	nt	68	80
Cc1cc(=O)[nH]c(NNC(=S)Nc2ccccc2)n1	99	103	nt	99	101	110	102	110
Cc1cc([N+](=O)[O-])c2nnnn2c1	40	93	27	92	67	38	86	105
N#CCCN(CCC#N)C(CCC(=O)O)C(=O)O (centres undefined)	94	nt	110	97	97	100	110	102
NS(=O)(=O)c1ccccc1N/C=C/C(=O)c1cc2ccccc2oc1=O	103	95	104	110	88	90	102	73
O=c1[nH]cc(N(CCO)CCO)c(=O)[nH]1	115	100	103	112	130	110	111	100
CCC(CC)COCCOCCCN1C(=O)C2C(C)C=CC(C3OCCO3)C2C1=O (centres undefined)	72	79	93	72	82	nt	99	95
COc1ccc(C2=C(C#N)[C@]3(C(=O)Nc4ccc(OC)cc43)c3c(-c4ccccc4)nn(-c4ccccc4)c3N2)cc1	71	62	62	52	83	66	74	90
c1ccc(-c2ccc(-c3nc4ccccn4c3NCCN3CCOCC3)cc2)cc1	55	60	59	47	79	nt	89	84
CCCCCCCCCCCCCCCCNC(=S)N/N=C/c1ccc(O)cc1O	70	60	nt	49	57	41	75	83

Sorted by molar mass (low to high): some entries from above.
SMILES	K-562	RPMI-8226	CCRF-CEM	MOLT-4	MDA-MB-468	SR	MDA-MB-435	HOP-62
Cc1cc([N+](=O)[O-])c2nnnn2c1	40	93	27	92	67	38	86	105
COc1ccc(-c2nnc(COc3ccc(NS(C)(=O)=O)cc3F)o2)cc1	73	95	91	95	83	91	108	91
c1ccc(-c2ccc(-c3nc4ccccn4c3NCCN3CCOCC3)cc2)cc1	55	60	59	47	79	nt	89	84

Next entries:
SMILES	K-562	RPMI-8226	CCRF-CEM	MOLT-4	MDA-MB-468	SR	MDA-MB-435	HOP-62
Cc1nc(-c2ccc(Br)cc2)ccc1C(=O)N/N=C/c1ccc([N+](=O)[O-])cc1	65	69	66	55	62	80	76	83
O=S(=O)(c1nc(-c2ccc(Br)cc2)oc1-c1ccc(Cl)cc1)N1CCCC(O)C1 (centres undefined)	34	30	48	7.0*	46	37	60	102
CC(=O)Nc1ccc(/C=N/N=C2c3ccccc3-c3ccccc32)cc1	85	89	80	79	68	94	95	88
O=C1c2ccccc2C2/C(=C(/Br)c3ccc(F)cc3)CCCN12 (centres undefined)	98	93	96	99	92	94	100	114
O=C(O)/C(=C\c1ccccc1)c1ccccc1	104	119	106	106	nt	111	nt	102
COc1cc(N=C2C(=O)N(Cc3ccc(Cl)cc3)c3ccccc32)cc(OC)c1OC	57	95	72	87	84	63	99	83
Cc1cc2cc(C)c3cccc(C)c3c2c2c(C)cccc12	71	100	102	17	95	nt	100	105
C#CCOc1ccc(/C=N/Nc2nc(-c3cc4cc(Br)ccc4oc3=O)cs2)cc1	48	59	73	71	50	44	76	83
COc1ccc(CNc2cccc3[nH]c(C(F)(F)F)nc23)cc1	86	68	81	77	85	89	102	87
CC(=O)Oc1ccccc1C(=O)[Se]Cc1ccc(C[Se]C(=O)c2ccccc2OC(C)=O)cc1	89	90	93	93	94	nt	102	97
CC(C)=CCC1=C(O)c2ccccc2C(=O)C1=O	37	57	42	25	nt	47	66	64
COc1cc(/C=C/c2nc3ccccc3c(=O)n2-c2ccc(C#Cc3ccc(C(C)(C)C)cc3)cc2C)ccc1O	83	82	85	75	120	69	84	110
CCNNC(=O)[C@@H]1[C@H](c2cc(OC)c(OC)c(OC)c2)c2cc3c(cc2[C@H](O)[C@H]1CO)OCO3	14	33	15	13	7.0*	nt	-27*	36
N#CSC1=C(SC#N)C(=O)c2ccccc2C1=O	75	81	90	82	108	97	17	89
C#Cc1nc2ccccc2s1	101	97	98	106	101	98	116	87

Retrieved by structure from the entries so far, 3 records:
SMILES	K-562	RPMI-8226	CCRF-CEM	MOLT-4	MDA-MB-468	SR	MDA-MB-435	HOP-62
COc1ccc(CNc2cccc3[nH]c(C(F)(F)F)nc23)cc1	86	68	81	77	85	89	102	87
Cc1cc2cc(C)c3cccc(C)c3c2c2c(C)cccc12	71	100	102	17	95	nt	100	105
CCNNC(=O)[C@@H]1[C@H](c2cc(OC)c(OC)c(OC)c2)c2cc3c(cc2[C@H](O)[C@H]1CO)OCO3	14	33	15	13	7.0*	nt	-27*	36

Record cards, from the list above. Order of screens: K-562 | RPMI-8226 | CCRF-CEM | MOLT-4 | MDA-MB-468 | SR | MDA-MB-435 | HOP-62
Shown for Cc1cc([N+](=O)[O-])c2nnnn2c1 = 40 | 93 | 27 | 92 | 67 | 38 | 86 | 105
Shown for CCCSc1nc(N)nc2n[nH]nc12 = 106 | 100 | 102 | 104 | 99 | 104 | 102 | 83
Shown for CCCCCCCCCCCCCCCCNC(=S)N/N=C/c1ccc(O)cc1O = 70 | 60 | nt | 49 | 57 | 41 | 75 | 83
Shown for c1ccc(-c2ccc(-c3nc4ccccn4c3NCCN3CCOCC3)cc2)cc1 = 55 | 60 | 59 | 47 | 79 | nt | 89 | 84

The list goes on:
SMILES	K-562	RPMI-8226	CCRF-CEM	MOLT-4	MDA-MB-468	SR	MDA-MB-435	HOP-62
CCC(c1ccc(OC)cc1)C(CC)c1ccc(OC)cc1 (centres undefined)	97	84	92	109	88	nt	106	107
CCC(C)COC(=O)Nc1cccc(Cl)c1 (centres undefined)	99	100	101	90	98	89	106	92
CCC(C#N)(c1ccccc1)c1ccccc1	95	111	108	107	105	118	103	101
N=C(N)c1ccc(-c2ccc(-c3ccc(F)cc3)s2)s1	-61*	-19*	-34*	-44*	-77*	-33*	-89*	57
C#C[C@]1(O)CC[C@H]2[C@@H]3CC=C4c5sc(-c6cccc(C)c6)nc5CC[C@]4(C)[C@H]3CC[C@@]21C	0.7*	-6.9*	50	44	nt	39	83	83
CCCCCCCC(=O)NC(O)C(Cl)(Cl)C(C)Cl (centres undefined)	91	97	99	89	110	89	109	98
Cc1ccccc1/C=C1N=C(/C=C/c2ccccc2)OC/1=O	99	95	nt	93	102	93	103	102
CC1CCN(C2=NC(=O)/C(=C\c3ccccc3OCc3ccc([N+](=O)[O-])cc3)S2)CC1	78	78	82	84	84	74	96	104
C#CCOc1cc(C)c(C)cc1C(=O)c1cc(-c2ccc(OC)cc2)c(=O)n(CC#C)c1	83	93	103	84	91	97	94	83
NS(=O)(=O)c1ccc(-n2nc(-c3ccc(Oc4ccccc4)cc3)ccc2=O)cc1	98	90	nt	73	95	108	100	101
CCOC(=O)C1=C(CCl)N(C)C(=O)NC1c1ccc2c(c1)OCO2 (centres undefined)	17	12	12	53	24	20	27	75
OC(C[n+]1ccccc1)c1cccs1 (centres undefined)	84	84	93	80	91	99	111	92
C1=CC2=CC=C3C=CC=C4C(c5nc6c7ccccc7c7ccccc7c6[nH]5)=CC(=C1)C2C34 (centres undefined)	90	89	90	73	22	76	100	69
Cc1ccc(-c2nc3nc(-c4ccc(F)cc4)nc(N4CCNCC4)c3o2)cc1	-53*	-47*	-71*	-65*	54	-29*	66	78
NC(=S)N/N=C(\c1ccc(F)cc1)C1CC1	48	74	61	58	26	96	96	93
CCC(C)NCCOC(=O)c1ccc([N+](=O)[O-])cc1 (centres undefined)	119	105	103	120	96	120	95	110
COc1ccc2c(c1)oc1c(C)c3c(c(C)c12)C(=O)N(Cc1ccccc1)C3=O	nt	93	70	87	99	51	104	101
C#Cc1ccc(S(=O)(=O)Nc2cccc(-c3csc(NC(C)=O)n3)c2)cc1	nt	42	49	nt	38	nt	51	85
COc1ccc(Oc2ccc(C3CC(c4cc(OC)c(OC)c(OC)c4)=NN3C(C)=O)cc2)cc1 (centres undefined)	16	nt	38	14	5.0*	36	nt	48
N#Cc1c(NCc2ccc(F)cc2)oc(-c2ccccc2)c1-c1ccccc1	108	nt	nt	99	98	110	103	nt
CC(=O)NN1CCN(C)CC1	106	105	81	106	105	117	120	77
Cn1c(CO)nc2ccccc21	98	104	96	98	103	95	101	101
Cc1cccc2cc(-c3cc(-c4ccccc4)nc(=O)[nH]3)c(Cl)nc12	44	18	8.5*	61	84	nt	100	109
O=C1OCN(c2ccc(Cl)cc2)c2ccccc21	105	104	104	99	108	123	114	89
COc1ccc(-n2c(C(O)c3ccccc3)nn(CN3CCOCC3)c2=S)cc1 (centres undefined)	110	89	97	123	98	193	106	101
NC(=O)c1ccc[n+]([C@@H]2O[C@H](COP(=O)([O-])OP(=O)(O)OC[C@H]3O[C@@H](n4cnc5c(N)ncnc54)[C@H](O)[C@@H]3O)[C@@H](O)[C@H]2O)c1	109	98	95	108	122	nt	104	108
CCOC(=O)c1ccc[nH]1	88	90	92	102	100	95	105	83
Cc1cc(N2CCN(C)CC2)nc(NCc2cc(Nc3ccnc4cc(Cl)ccc34)ccc2F)n1	2.5*	-30*	-4.6*	10	-60*	-32*	-44*	-14*
CCCNc1nc(C)[nH]c(=O)c1S	95	87	106	96	nt	101	105	119
C[C@]12CC[C@@H]3c4cc(OC(F)F)c(OS(N)(=O)=O)cc4CC[C@H]3[C@@H]1CC[C@@H]2OS(N)(=O)=O	17	39	23	21	12	nt	43	44

Screening data (PubChem)

Compounds as they come. Share with any hit: about 15%.
